High-throughput results from PubChem BioAssay.
GSK3B inh: blocks human GSK3beta kinase activity; P49841; GST-GSK3beta kinase, ADP-Glo luminescence, 60 min; active compounds read low; activity score (negative = inhibition), % at 10 µM; 300,000 tested, 0.038% active;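 active = more than half of replicate wells score below -50%, meaning over 50% inhibition versus plate controls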;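 note: 0% = median DMSO wells and -100% = median GW8510 positive control wells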
Target sequence (P49841 whole entry, looked up): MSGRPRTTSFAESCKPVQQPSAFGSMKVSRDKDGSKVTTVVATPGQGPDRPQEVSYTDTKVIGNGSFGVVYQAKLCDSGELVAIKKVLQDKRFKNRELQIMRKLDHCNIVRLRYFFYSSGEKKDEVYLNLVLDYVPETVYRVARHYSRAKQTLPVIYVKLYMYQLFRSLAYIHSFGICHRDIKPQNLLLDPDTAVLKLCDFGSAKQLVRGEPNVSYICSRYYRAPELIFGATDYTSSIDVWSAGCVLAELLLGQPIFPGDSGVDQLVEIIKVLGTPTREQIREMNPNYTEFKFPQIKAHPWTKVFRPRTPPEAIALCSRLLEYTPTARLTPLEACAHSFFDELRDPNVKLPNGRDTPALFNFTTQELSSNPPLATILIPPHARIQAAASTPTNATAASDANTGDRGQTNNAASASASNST
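Test system – GST-tagged human GSK3beta kinase, cell-free · Incubation – 60 min enzyme reaction, room temperature · Signal – ADP-Glo luminescence · Also added – peptide substrate and ATP at 25 µM · Controls – DMSO neutral wells and GW8510 at 20 µM as positive · Buffer or medium – Tris/MgCl2 kinase buffer · Measure – Luminescence-derived activity versus plate DMSO and GW8510 wells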
KCNK3 inh: human KCNK3 channel inhibition, primary screen. O14649. CHO-KCNK3 thallium flux, FluxOR fluorescence; active compounds read low. B-score at 10 µM. 340,000 tested, 0.84% active;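 active = B-score under library mean minus 4 SD, starting fluorescence ratio at most library mean plus 5 SD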;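 note: more negative B-score means stronger inhibition of thallium flux through KCNK3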
RGS4 act: RGS4 potentiation or activation; HEK293 M3R/inducible RGS4, carbachol calcium flux Fluo4; active compounds read low; B-score at 10 µM; 310,000 tested, 0.92% active;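 active = B-score of the integrated calcium signal more than 4 SD below the library mean, with starting fluorescence not abnormally high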;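 note: negative B-score means reduced calcium response which marks RGS4 activation or potentiation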
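Reagent: ECmax carbachol challenge; Test system: M3R-expressing HEK293 line, RGS4 induced by doxycycline; Schedule: overnight RGS4 induction, 30 min dye load 37 °C, 20 min compound RT; Detection: calcium dye Fluo4 fluorescence; Read-out: Agonist-evoked peak-minus-minimum fluorescence over baseline, integrated ratio, B score.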
hERG protect: compounds protecting human hERG from proarrhythmic drug block; AID 1511; 310,000 tested, 0.51% active; activation (rescue from dofetilide block), less the hit threshold, % at 10 µM; CHO-hERG, FluxOR thallium flux, dofetilide IC70 present;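 active = activation above the mean of controls blocked by dofetilide plus 5 SD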;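 note: thallium influx through hERG after potassium depolarization seen as dye fluorescence rise; in these data hits start at about 4.7%; inactives centre near -7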
Dyrk1A ADPGlo: blocks rat Dyrk1A kinase activity; Q63470; inhibition, % at 12.5 µM; 310,000 tested, 0.43% active; ADP-Glo luminescence, NFATc1 peptide; AID 504441; in the data active = inhibition above about 50%;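 note: plate controls were vehicle with enzyme for no effect and no enzyme for full effect; many of its hits are not listed in these tables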
KCNQ1 act: potentiators or activators of human KCNQ1 potassium channel. P51787. CHO-K1 KCNQ1, thallium flux FluxOR fluorescence; active compounds read high. B-score at 10 µM. 310,000 tested, 0.35% active. AID 2648;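 active = fluorescence ratio B-score, a plate-corrected score, at least three library SD, with initial intensity B-score within 5 SD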
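Assay system: stable KCNQ1 CHO-K1 line; medium: assay buffer, equal DMSO in all wells; timing: 90 min dye loading and 20 min compound exposure, both at room temperature; technique: kinetic FluxOR thallium fluorescence, 10-s 1-Hz baseline, 110-s post-stimulus read; read-out basis: B score of baseline-normalized fluorescence ratio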
KCNQ1 block: blocks the human KCNQ1 potassium channel; P51787; CHO-K1 KCNQ1, FluxOR thallium flux fluorescence; active compounds read high; B-score at 10 µM; 310,000 tested, 1.3% active; AID 2642;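 active = compounds whose thallium flux B-score, printed positive for inhibition, exceeds three library SD while starting fluorescence stays within three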;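 note: channel opened by potassium depolarization with thallium stimulus after 20 min compound exposure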
RGS4 inh: human RGS4 inhibition | P49798 | HEK293 M3R/RGS4 inducible, Fluo-4 calcium flux; active compounds read high; triggered by carbachol at its EC20 | B-score at 10 µM | 310,000 tested, 0.45% active;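 active = B-score, a plate-corrected calcium signal, over three deviations above library mean, with baseline fluorescence within five deviations of library mean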;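 note: RGS4 expression induced by doxycycline in cells with stable M3 receptor; B-score is computed from the integrated fluorescence ratio over baseline after carbachol; higher B-score means a larger calcium signal and so more RGS4 inhibition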
Target sequence (P49798 whole entry, looked up): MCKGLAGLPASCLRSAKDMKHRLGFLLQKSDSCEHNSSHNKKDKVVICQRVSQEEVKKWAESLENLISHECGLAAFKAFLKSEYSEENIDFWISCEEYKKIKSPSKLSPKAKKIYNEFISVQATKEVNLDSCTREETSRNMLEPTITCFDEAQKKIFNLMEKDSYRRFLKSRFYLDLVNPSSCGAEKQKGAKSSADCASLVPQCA
PolyA inhibitor: inhibitors of polyadenylation in S. cerevisiae. calls only at 12 µM. AID 1875. S. cerevisiae SKY197-pL101 polyadenylation reporter, beta-gal luminescence; efflux-impaired pdr1/pdr3 knockout yeast; score 100 = 6 SD above DMSO. 300,000 tested, 0.02% active;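 active = lowest replicate activity score at least 50, where 100 means six control SD above control mean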;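 note: yeast exposed to compound for 9 h at 30 °C; higher score means more reporter readthrough which indicates perturbed polyadenylation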
KCNK9 block: blocks the human KCNK9 two-pore domain potassium channel; HEK293 KCNK9, FluxOR thallium flux fluorescence; active compounds read low; B-score at 10 µM; 310,000 tested, 1.2% active;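 active = ratio B-score over 3 SD below the library mean, with starting fluorescence within 5 SD of its mean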;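 note: negative B-score means less thallium flux so channel inhibition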
GSK3A inh: inhibitors of human GSK-3 alpha kinase; ADP-Glo luminescence, 60 min; P49840; inhibition, % at 10 µM; 320,000 tested, 0.1% active;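 in the data active = inhibition above about 50%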;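 note: GST-tagged GSK-3 alpha with peptide substrate and 25 µM ATP; 0% = DMSO neutral wells and 100% = GW8510 positive control wells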
Target sequence (P49840 whole entry, looked up): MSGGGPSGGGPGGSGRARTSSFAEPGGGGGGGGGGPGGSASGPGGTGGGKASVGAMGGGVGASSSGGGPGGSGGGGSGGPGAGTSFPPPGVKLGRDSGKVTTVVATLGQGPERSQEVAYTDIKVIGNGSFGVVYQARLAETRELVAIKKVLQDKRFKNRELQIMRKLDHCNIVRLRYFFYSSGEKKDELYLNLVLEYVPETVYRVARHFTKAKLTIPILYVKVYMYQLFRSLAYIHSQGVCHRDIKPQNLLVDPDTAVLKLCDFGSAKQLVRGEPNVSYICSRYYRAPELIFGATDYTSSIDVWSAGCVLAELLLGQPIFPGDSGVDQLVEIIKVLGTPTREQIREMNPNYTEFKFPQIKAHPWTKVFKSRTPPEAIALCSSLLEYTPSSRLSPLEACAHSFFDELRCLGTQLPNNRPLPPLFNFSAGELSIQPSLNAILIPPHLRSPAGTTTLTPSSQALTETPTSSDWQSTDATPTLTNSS
Active calls of the source: *; i = inactive; . = no result given. An excerpt, so the mix of outcomes need not match the whole.

| entry | Compound | GSK3B inh | KCNK3 inh | RGS4 act | hERG protect | Dyrk1A ADPGlo | KCNQ1 act | KCNQ1 block | RGS4 inh | PolyA inhibitor | KCNK9 block | GSK3A inh |
| --- | --- | --- | --- | --- | --- | --- | --- | --- | --- | --- | --- | --- |
| 1 | CN1CCN(C2=C(Cl)C(=O)N(CCc3ccccc3)C2=O)CC1 | 2 | i | i | -9 | 3 | i | i | i | i | i | -1 |
| 2 | O=c1cc(CSc2ccccc2)[nH]c(=S)[nH]1 | 0 | i | i | -8 | -5 | i | i | i | i | i | -1 |
| 3 | CCCC1Cc2nc(Cl)c(C#N)cc2CO1 (configuration not stated) | -2 | i | i | -6 | . | i | i | i | i | i | -1 |
| 4 | O=C(Cn1c(CO)nc2ccccc21)NCc1ccc2c(c1)OCO2 | -1 | i | i | -10 | -3 | i | i | i | i | i | 0 |
| 5 | CC1CCCC(C)N1C(=O)CSc1nc2c(c(=O)n(C)c(=O)n2C)n1C (configuration not stated) | -3 | i | i | -7 | 4 | i | i | i | i | i | -1 |
| 6 | COc1cccc2c1OC1(C)CC2N(C(=O)c2ccco2)C(=S)N1c1ccc(F)cc1 (configuration not stated) | 0 | i | i | -3 | 1 | i | i | i | i | i | -4 |
| 7 | COc1ccc(C2CC(c3ccccc3)Nc3nc(NC(=O)c4ccco4)nn32)cc1 (configuration not stated) | -4 | i | i | -7 | 10 | i | i | i | i | i | 1 |
| 8 | O=C(c1cccnc1)N(Cc1ccccc1)c1ccccc1 | 4 | i | i | -11 | -5 | i | i | i | i | i | 0 |
| 9 | C/C(=N/Nc1nc(C)cc(-c2ccccc2)n1)c1ccco1 | 1 | i | i | -8 | 4 | i | i | i | i | i | 0 |
| 10 | Cc1cccc(/C=N/NC(=O)C2CCCNC2=O)c1 (configuration not stated) | 1 | i | i | 2 | 3 | i | i | i | i | i | -2 |
| 11 | CCCCC1CCC(C(=O)OCC(=O)N(CCOC)c2c(N)n(Cc3ccccc3)c(=O)[nH]c2=O)CC1 (configuration not stated) | -1 | i | i | -9 | -3 | i | i | i | i | i | -1 |
| 12 | COC(=O)c1ccccc1NC(=O)CN1CCCCC1 | 0 | i | i | -12 | -3 | i | i | i | i | i | 1 |
| 13 | Cc1nn(Cc2c(F)c(F)c(F)c(F)c2F)c(C)c1NC(=O)c1ccc(COc2ccccc2Cl)o1 | 1 | i | i | -8 | 1 | i | i | i | i | i | . |
| 14 | C/C(=N\NS(=O)(=O)c1ccc(C)cc1)c1ccc(C)o1 | 1 | i | i | -4 | -5 | i | i | i | i | i | -4 |
| 15 | COCCn1c(SCc2cnc(-c3ccccc3)s2)nnc1-c1ccncc1 | 4 | i | i | -7 | 9 | i | i | i | i | i | 0 |
| 16 | CCc1ccc(-c2cc(C)no2)cc1S(=O)(=O)N1CCN(c2cccc(C)c2C)CC1 | 2 | i | i | -10 | -1 | i | i | i | i | i | -7 |
| 17 | COc1ccc(-c2ccc(SCC(=O)Nc3cccc(C(C)=O)c3)nn2)cc1OC | -1 | i | i | -1 | 1 | i | i | i | i | i | -1 |
| 18 | NS(=O)(=O)c1ccc(CCNCC(=O)N2CCC(Cc3ccccc3)CC2)cc1 | 2 | i | i | -7 | -11 | i | i | i | i | i | 0 |
| 19 | CCn1nc(C)cc1C(=O)N1CCCC(C(=O)c2ccc(Oc3ccccc3)cc2)C1 (configuration not stated) | 2 | i | i | -11 | 3 | i | i | i | i | i | -2 |
| 20 | CCCCNC(=S)NNC(=O)CCn1cc(C)cn1 | -13 | i | i | -7 | -1 | i | i | i | i | i | 0 |
| 21 | COc1ccc(-c2cc(=O)oc3cc(OC(C)C(=O)NCC4CCC(C(=O)O)CC4)ccc23)cc1 (configuration not stated) | 2 | i | i | -6 | 0 | i | i | i | i | i | -1 |
| 22 | Cc1ccc([N+](=O)[O-])cc1NC(=O)Cc1ccc(F)cc1 | 0 | i | i | -2 | 11 | i | i | i | i | i | -2 |
| 23 | COc1cccc(NC(=O)CN(c2cccc(F)c2)S(C)(=O)=O)c1 | -4 | i | i | -4 | -4 | i | i | i | i | i | 3 |
| 24 | CN1/C(=C\C(=O)COC(=O)c2ccc(O)c(O)c2)C(C)(C)c2ccccc21 | -5 | . | i | -22 | . | i | i | i | i | i | 5 |
| 25 | Cc1cccc(OCC(=O)O/N=C(\N)c2ccc(Cl)cc2)c1 | 0 | i | i | -11 | -54 | i | i | i | i | i | -1 |
| 26 | Cc1ccc(-n2nc(C)c3c(C)c(CCC(=O)NCCCOC(C)C)c(C)nc32)cc1 | 3 | i | i | -3 | 10 | i | i | i | i | i | -2 |
| 27 | CC1CCN(S(=O)(=O)c2ccc(C(=O)Nc3ccccn3)cc2)CC1 | -7 | i | i | -4 | 17 | i | i | i | i | i | . |
| 28 | COc1ccc(CC(=O)N(CCC2=CCCCC2)c2c(N)n(Cc3ccccc3)c(=O)[nH]c2=O)cc1OC | 3 | i | i | -7 | . | i | i | i | i | i | 5 |
| 29 | S=C(Nc1cccc(Cl)c1)N1CCN(c2ccccn2)CC1 | 0 | i | i | -3 | . | i | i | i | i | i | -5 |
| 30 | CSc1nnc(C)c(=O)[nH]1 | 5 | i | i | -9 | 13 | i | i | i | i | i | -2 |
| 31 | CN(CCCC1CCCC1)C(=O)CCc1nnc(-c2ccccc2)o1 | -3 | i | i | -6 | 2 | i | i | i | i | i | -2 |
| 32 | C=CCN(C(=O)CNS(=O)(=O)c1ccccc1)C(C(=O)NCCOC)c1cccnc1 (configuration not stated) | 2 | i | i | -2 | -4 | i | i | i | i | i | -3 |
| 33 | COc1ccc(OCC(=O)NC(=S)NNC(=O)COc2ccc(Br)cc2Cl)cc1 | -2 | i | i | -7 | 4 | i | i | i | i | i | -1 |
| 34 | CCC(Oc1ccccc1)C(=O)Nc1ccccc1C(=O)N1CCOCC1 (configuration not stated) | -1 | i | i | -9 | -6 | i | i | i | i | i | 3 |
| 35 | Cc1n[nH]c(C)c1S(=O)(=O)Nc1ccc2c(c1)OCCO2 | -4 | i | i | -7 | 2 | i | i | i | i | i | -1 |
| 36 | CCOCCCNC(=O)CC1Oc2ccc(C)cc2NC1=O (configuration not stated) | 1 | i | i | -5 | -7 | i | i | i | i | i | -1 |
| 37 | Cc1ccnc(NC(=O)CCCOc2cc(=O)n(C)c3ccccc23)c1 | -8 | i | i | -17 | 6 | i | i | i | i | i | 6 |
| 38 | O=C(Cn1c(=O)n(CCCC(=O)NC2CCCC2)c(=O)c2ccccc21)NCCC1=CCCCC1 | -4 | i | i | -4 | 2 | i | i | i | i | i | -6 |
| 39 | Cc1ccc(OCCCCCCN2CCNCC2)c(Br)c1 | -4 | i | i | -5 | 7 | i | i | i | i | i | 0 |
| 40 | C[N+]1(CCCOC(=O)C2(c3ccccc3)CCCC2)CCOCC1 | 3 | i | i | -9 | 12 | i | i | i | i | i | -1 |
| 41 | Oc1cc(-n2cccn2)c(O)cc1-n1cccn1 | -3 | i | i | -8 | 0 | i | i | i | i | i | -1 |
| 42 | CCOC(=O)c1c(C)[nH]c(C(=O)COC(=O)COc2ccc(OC)cc2)c1C | 2 | i | i | -1 | 2 | i | i | i | i | i | -1 |
| 43 | COc1ccc(S(=O)(=O)N2CCC(C(=O)NCCc3ccccc3)CC2)cc1 | -2 | i | i | -5 | -6 | i | i | i | i | i | -5 |
| 44 | COCCSc1ccccc1C(=O)Nc1ccc(Br)cc1 | 2 | i | i | -8 | 0 | i | i | i | i | -13* | -10 |
| 45 | COc1ccc(CC(=O)NCc2n[nH]c(=S)n2-c2cccc(C)c2)cc1 | 2 | i | i | -6 | -2 | i | i | i | i | i | -1 |
| 46 | Cc1ccc(SCC(=O)NCc2cccnc2)cc1 | 2 | i | i | -11 | 4 | i | i | i | i | i | -1 |
| 47 | COc1ccc(S(=O)(=O)NC2CCSc3ccccc32)cc1NC(C)=O (configuration not stated) | -1 | i | i | 3 | -11 | i | i | i | i | i | -2 |
| 48 | Cc1ccc2[nH]c(C(=O)N3CCN(C=O)CC3)cc2c1 | 0 | i | i | 0 | . | i | i | i | i | i | -3 |
| 49 | CCO[C@H]1OC(C(=O)N2CCCCCCC2)=C[C@@H](c2ccccc2)[C@@H]1CCCO | -2 | i | i | -5 | 0 | i | i | i | i | i | -3 |
| 50 | COc1ccc(/C=C2\SC(=Nc3ccccc3OC)NC2=O)cc1 | -1 | i | i | -4 | . | i | i | i | i | i | 0 |
| 51 | CC(=O)Nc1cccc(-c2csc(Nc3cc(C)ccn3)n2)c1 | 0 | i | i | -17 | 15 | i | 6* | i | i | i | 0 |
| 52 | COc1cccc(-n2nnc3c(=O)n(Cc4ccc(Br)cc4)cnc32)c1 | -2 | i | i | -8 | -6 | i | i | i | i | i | 2 |
| 53 | Cc1ccc(NC2CCCN(C(=O)c3cn4cccc(C)c4n3)C2)cc1C (configuration not stated) | 1 | i | i | -5 | -8 | i | i | i | i | i | . |
| 54 | CCCSc1nnc(NC(=O)c2nc(SC)ncc2Cl)s1 | 2 | i | i | -9 | 5 | i | i | i | i | i | 5 |
| 55 | O=C(c1ccc2c(c1)OCO2)C1CCCN(C(=O)NCc2ccccc2)C1 (configuration not stated) | -2 | i | i | -4 | . | i | i | i | i | i | 0 |
| 56 | COc1ccc(NC(=O)C2CCN(c3ncnc4c3nc3n4CCCCC3)CC2)c(OC)c1 | -1 | i | i | -6 | 1 | i | i | i | i | i | 3 |
| 57 | Cc1cccc(NC(=S)NC(=O)CCc2ccccc2)c1C | -24 | i | i | -11 | 1 | i | i | i | i | i | -1 |
| 58 | Brc1csc(C=Nc2ccc3c(c2)OCCOCCOCCOCCO3)c1 | -2 | i | i | 1 | 7 | i | i | i | i | i | -2 |
| 59 | O=C(NCCCNc1ccc(C(F)(F)F)cc1[N+](=O)[O-])c1ccc(Cl)cc1 | -3 | i | i | -6 | 0 | i | i | i | i | i | -4 |
| 60 | CCn1c(SCC(=O)N(C)c2ccccc2)nc2c([nH]c3ccccc32)c1=O | 1 | i | i | -10 | -4 | i | i | i | i | i | 2 |
| 61 | CCOC(=O)Nc1ccc(NC(=O)OCC)cc1 | -2 | i | i | -6 | -2 | i | i | i | i | i | 1 |
| 62 | CSc1ncccc1C(=O)Nc1ccc2nc(C)sc2c1 | 2 | i | i | -16 | -13 | i | i | i | i | i | . |
